Lipid storage S3: qHTS Assay for Lipid Storage Modulators in Drosophila S3 Cells; Drosophila S3 cells, BODIPY lipid droplet fluorescence, 18-24 h; cells fed with added oleic acid; lipid storage change, negative = inhibition, % at the top dose, mostly 46.1 µM; hits show Potency in µM; hit rate 0.64% among 320,000; active = well fitted inhibition curve with a large enough effect in the signal ratio, with a control signal flat, not every such curve was filed as active; inconclusive = small, poorly fitted or top-dose-only effect, or effect the other way, or a change in a side signal; the % refers to the signal ratio
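Laser-scanning cytometry quantifies lipid droplet accumulation (500–530 nm total intensity; droplet/cell object ratio) in oleic acid-fed (400 uM added) Drosophila S3 cells treated with a concentration series. 20 uM Triacsin C defined 100% inhibition.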
Lipid storage S3 cell count max: recorded beside Lipid storage S3, whose call it bears; cell number change, %; measured here: cell count max response;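 cells counted by Cell Tracker Red CMTPX staining in the red channel; peak over a dose series mostly up to 46.1 µM; percent activity relative to internal control wells on each plate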
An asterisk follows results filed as active; i = inactive; ? = inconclusive; · = no result given; [ ] = remark or other dose. % is scaled to controls: 0 for no effect and ±100 for the full control effect; potency is read from the fitted curve at half-maximal effect.

SMILES	Lipid storage S3	Lipid storage S3 cell count max
Cc1nn(-c2ccccc2)c2nc(N)c(C#N)c(-c3ccc(C(C)(C)C)cc3)c12	?	·
Cc1onc(-c2ccccc2)c1C(=O)NCCc1ccc(Cl)cc1	?	·
O=C(NCC12CC3CC(CC(C3)C1)C2)c1nn2cccnc2c1Cl	i	11
Cc1cc(C)c2cc3c(N)c(C(=O)Nc4c(C)[nH]c(=O)[nH]c4=O)sc3nc2c1	-16%	18
CCOC(=O)C(CCCCP(=O)(c1ccccc1)c1ccccc1)(NC(C)=O)C(=O)OCC	?	·
CCCn1c(-c2ccc(OC)cc2)nc2c(=O)n(C)c(=O)[nH]c21	29µM*	12*
FC(F)(F)c1cc(Sc2ccccc2)nc(-c2ccccn2)n1	?	·
Oc1cccc(NC(=S)Nc2ccc(SC(F)F)cc2)c1	6%	7
COc1ccc(OCC(=O)N/N=c2\oc3c(OC)cccc3cc2C(N)=O)cc1	?	·
CNC(=O)c1cc(C(=O)c2ccc(Cl)cc2)c(Br)[nH]1	9%	17
O=S(=O)(Nc1ccon1)c1ccc(F)c(F)c1	?	·
CC(C)CCC1=NN(C(=O)c2ccco2)C(O)(C(F)(F)F)C1 (centres undefined)	-3%	-19
Cc1ccc(C(=O)N/C(=C\c2ccc([N+](=O)[O-])cc2)C(=O)NCCc2ccccc2)cc1	3%	-27
CCOC(=O)c1ccc(NC(=O)Nc2ccc(F)cc2)cc1	?	·
CCC(=O)Nc1cccc(NC(=S)NC(=O)c2cccc(C)c2)c1	?	·
CC1CCCC(C)N1/N=C/c1ccccc1Br (centres undefined)	?	·
O=C(NCc1ccccc1)Nc1cccc2ccccc12	?	·
COCCn1c(Cc2ccccc2)nnc1SCC(=O)NC(C)C	?	·
CCO[C@H]1OC(C(=O)NC2CC2)=C[C@@H](c2ccc3c(c2)OCO3)[C@@H]1CCCO	-18%	1
O=C(O)c1nc(-c2ccccc2)n(-c2ccc(Cl)cc2)n1	14%	-2
O=S(=O)(c1cccc(S(=O)(=O)N2CCCC2)c1)c1cccc(S(=O)(=O)N2CCCC2)c1	?	·
COc1ccc(OCC(=O)N2CCc3c([nH]c4ccccc34)C2c2ccccn2)cc1 (centres undefined)	?	·
CN(CC(=O)Nc1ccccc1Cl)C(=O)C1CSC2(C)CCC(=O)N12 (centres undefined)	?	·
COc1ccc(CNC(=O)CCn2c(C)csc2=O)cc1	13%	-14
Cc1onc(-c2c(F)cccc2Cl)c1C(=O)NCCc1ccncc1	-13%	-10

Further records follow.
SMILES	Lipid storage S3	Lipid storage S3 cell count max
CN(c1ccc(C(=O)Nc2ccc3c(c2)n(C)c(=O)n3C)cc1)S(C)(=O)=O	5%	21
CCOC(=O)c1cnn2c(N)c(C#N)nnc12	9%	-5
CCN(CC(=O)Nc1c(F)cccc1F)C(=O)c1ccc2c(c1)S(=O)(=O)N=C1CCCCCN12	10%	23
O=C(NCCN1CCOCC1)c1ccc(NC(=O)C2COc3ccccc3O2)cc1 (centres undefined)	1%	16
CCCCn1c(N)c(N(CCOC)C(=O)CSc2nnc(-c3ccncc3)n2CCC)c(=O)[nH]c1=O	?	·
Fc1ccc(C2c3[nH]c4ccccc4c3CCN2Cc2ccoc2)cc1 (centres undefined)	-18%	0
Cc1ccccc1CN1CCN(c2ccc(S(=O)(=O)N3CCCC3)cn2)CC1	5%	-19
Cc1ccc(CSc2nnc(CC(=O)Nc3ccc(C)cc3)n2C)cc1	4%	5
CCCc1nnc(NC(=O)CCS(=O)(=O)Cc2ccccc2)s1	?	·
O=C(CN1C(=O)c2ccc([N+](=O)[O-])cc2C1=O)Nc1nccs1	2%	·
CC(Oc1ccccc1)C(=O)Nc1nnc(S(=O)(=O)Nc2ccccc2)s1 (centres undefined)	?	·
COc1ccccc1CNC(=O)[C@H](NC(=O)C1CCN(C(=O)[C@@H](N)CCSC)CC1)C(C)C	?	·
O=C(NCCCn1ccnc1)c1cc(Cl)cc(Cl)c1	?	·
O=C(NCCN1CCOCC1)c1cc(-c2cccc(Cl)c2)on1	?	·
OCCN(Cc1ccccc1)Cc1ccc(C(F)(F)F)cc1	?	·
Cc1ccc(C(=O)CN2/C(=C(\O)c3ccccc3)C(=O)c3ccccc3S2(=O)=O)c(C)c1	-3%	-15
CSc1ccccc1NC(=O)CN1CCN(Cc2ccccc2)CC1	?	·
Cn1c(=O)c2c(nc(SCCCC#N)n2Cc2c(F)cccc2Cl)n(C)c1=O	?	·
CNc1ccccc1C(=O)OCC(=O)Nc1ccc2c(c1)OCO2	-6%[0.0737 µM]	-3
COc1cccc(C(c2nnnn2CC2CCCO2)N2CCN(C(=O)c3ccco3)CC2)c1OC (centres undefined)	-18%	0
Cn1nnnc1SCC(=O)Nc1ccc(Oc2ccc(Cl)cc2)cc1	?	·
CCOC(=O)CSc1nnc(-c2ccccc2)c(=O)[nH]1	i	·
Cc1ccc(C(=O)Nc2ccc(OCc3ccccc3)cc2)cc1[N+](=O)[O-]	?	·
CCOc1cc(/C=N/NC(=O)c2cc3c(ccc4ccccc43)o2)ccc1O	?	·
CC(=O)c1c(C)[nH]c(C(=O)COc2ccc(C#N)cc2)c1C	7%	-15

(list continues)
SMILES	Lipid storage S3	Lipid storage S3 cell count max
COc1ccc(CCn2ccc(O)c(Cc3c(F)cccc3Cl)c2=O)cc1OC	?	·
Cc1cccc(NC(=O)CSc2nnc(-c3ccc(S(=O)(=O)N4CCCC4)cc3)o2)c1	?	·
COC/C=C/C1=CC2=CC(=O)C(C)(OC(=O)C3CCCC3)C(=O)C2=CO1 (centres undefined)	10%	-12
Cc1ccc(N(Cc2cc3ccccc3[nH]c2=O)C(=O)c2cccs2)cc1C	?	·
O=C(c1ccc(Cl)c(S(=O)(=O)N2CCCCC2)c1)N1CCCC1	?	·
CCOc1ccc(CCNC(=O)COC(=O)C2=NNC(=O)CC2)cc1OCC	20%	11
Cc1ccc(-c2nc3ccccn3c2Nc2ccccc2)o1	?	·
CCN=c1scc(-c2ccco2)n1/N=C/c1ccc(OC)c(O)c1	?	·
O=c1c2ccccc2nc(SCc2nnc(-c3ccccc3Br)o2)n1Cc1ccco1	7%	-18
C/C(=N\NC(=O)C1CCCC1)c1ccc(Cl)cc1	i	-23
CC1CCCN1CC#CC(O)(c1ccccc1)c1ccccc1 (centres undefined)	8%	7
CCc1ccc(Nc2nnc(SCC(=O)NC(=O)c3cccn3C)s2)cc1	-2%	9
CCOC(=O)c1cnc2ccc(Br)cc2c1NCC(C)O (centres undefined)	?	·
CN(CCC1CCCCO1)C(=O)CCc1nnc(CCCCc2ccccc2)o1 (centres undefined)	-4%	·
O=C(Nc1ccc2nccnc2c1)c1ccco1	-10%	14
O=C(CCn1cnc2ccccc2c1=O)Nc1ccc(S(=O)(=O)N2CCCC2)cc1	?	·
CCc1ccc(CN2CCC(n3nccc3NC(=O)c3ccccc3)CC2)o1	?	·
COc1ccccc1-c1sc2cc3c(cc2c1C#Cc1ccccn1)OCO3	?	·
CC(C)C(=O)Nc1cccc(C(=O)NCc2ccc3c(c2)OCO3)c1	8%	-1
CCOc1ccc2nc(NC(=O)CN3CCC(n4nnc5cc(F)ccc54)CC3)sc2c1	?	·
COc1ccc(S(=O)(=O)NCCc2cn3nc(C)c(C)nc3n2)cc1F	23%	-6
CC(c1ccon1)N(C)C(=O)CCc1nnc(Cc2ccc(-c3ccccc3)cc2)o1 (centres undefined)	?	·
Cc1c(C(=O)O)sc(=S)n1-c1ccc(Cl)cc1	0%	1
O=C(NC1CCCN(Cc2ccc(Cl)cc2)C1)c1cccc(N2CCCC2=O)c1 (centres undefined)	?	·
Cc1ccc(C(=O)CC2(O)C(=O)N(C)c3ccccc32)s1 (centres undefined)	?	·

The listing continues.
SMILES	Lipid storage S3	Lipid storage S3 cell count max
CCNc1nc(Oc2ccc(C(=O)OC)cc2)nc(N(C)C)n1	-5%	-16
CC(C(=O)Nc1ccc2c(c1)OCCO2)N(C)CC(=O)Nc1ccccc1Br (centres undefined)	?	·
COc1ccc(CCN(C)C(=O)C(CCSC)NC(=O)c2ccco2)cc1OC (centres undefined)	2.3µM*	-11*
CC(C(=O)NCC1CCCO1)N(C(=O)c1snc(C(N)=O)c1N)c1ccccc1 (centres undefined)	?	·
CSC1=NCCN1C(=O)Cc1ccc(-c2ccccc2)cc1	?	·
CC(=O)c1cnc(SCC(=O)O)nc1C	?	·
Cn1c2c(c(=O)n(C)c1=O)C(c1ccccc1OC(F)F)C1=C(CCCC1=O)N2 (centres undefined)	9%	3
O=C(Nc1ccccc1)c1ccc2c(c1)OCCCO2	?	·
COc1cccc(C(=O)NNC(=O)C2CCCO2)c1 (centres undefined)	?	·
COC(=O)c1cc(/C=C/c2ccccc2)[nH]n1	i	26
Cc1ccc2nc(-c3ccc(NC(=S)NC(=O)CC(C)C)cc3)sc2c1	?	·
COc1ccc(C(c2nnnn2Cc2cccs2)N2CCN(c3ccccc3F)CC2)cc1OC (centres undefined)	8%	-29
O=C(CCCOc1ccccc1)Nc1nccs1	?	·
CCNC(=O)CN1C(=O)NC2(CCCc3cc(OC)ccc32)C1=O (centres undefined)	-22%	-3
CCc1c(O)nc(SCC(=O)Nc2ccc(OC)cc2)n(C2CCCCC2)c1=O	?	·
COc1cc(C#Cc2c(C=O)n(C)c3ccccc23)cc(OC)c1	?	·
CCNc1nc(NC(C)C)nc(N2CC(=O)N(CC(=O)OCC)C2=N)n1	0%	1
CC(C)CNC(=S)NNC(=O)c1ccccc1OC(F)F	?	·
O=C(CN1C(=O)NC(Cc2c[nH]c3ccccc23)C1=O)NC1CCCCC1 (centres undefined)	?	·
CCOC(=O)c1cnc2c(C)c(C)ccc2c1NCCN1CCOCC1	?	·
Cc1c(C)c(C)c(CN2CCCC2)c(C)c1C	2%	16
CNc1nc(OCC(F)(F)F)nc(N2CCOCC2)n1	?	·
COc1ccc(OC)c(C2CC(=O)C(C)C(c3cc(OC)ccc3OC)N2)c1 (centres undefined)	i	·
CCOc1ccc(CCNC(=O)CN2C(=O)NC(CCSC)C2=O)cc1OCC (centres undefined)	?	·
CC(=O)N1N=C(c2ccccc2)CC1c1cn(Cc2ccccc2)c2ccccc12 (centres undefined)	?	·

Single records (already shown).
CCNC(=O)CN1C(=O)NC2(CCCc3cc(OC)ccc32)C1=O (centres undefined) is listed as Lipid storage S3: -22%; Lipid storage S3 cell count max: -3
CC(C)CNC(=S)NNC(=O)c1ccccc1OC(F)F is listed as Lipid storage S3: ?; Lipid storage S3 cell count max: ·

16 structures out of the list, arranged by count of non-hydrogen atoms, falling:
SMILES	Lipid storage S3	Lipid storage S3 cell count max
COc1ccc(C(c2nnnn2Cc2cccs2)N2CCN(c3ccccc3F)CC2)cc1OC (centres undefined)	8%	-29
CCOC(=O)C(CCCCP(=O)(c1ccccc1)c1ccccc1)(NC(C)=O)C(=O)OCC	?	·
COc1ccc(OCC(=O)N2CCc3c([nH]c4ccccc34)C2c2ccccn2)cc1 (centres undefined)	?	·
CC(=O)N1N=C(c2ccccc2)CC1c1cn(Cc2ccccc2)c2ccccc12 (centres undefined)	?	·
CCOc1ccc(CCNC(=O)CN2C(=O)NC(CCSC)C2=O)cc1OCC (centres undefined)	?	·
Cc1ccccc1CN1CCN(c2ccc(S(=O)(=O)N3CCCC3)cn2)CC1	5%	-19
CC(Oc1ccccc1)C(=O)Nc1nnc(S(=O)(=O)Nc2ccccc2)s1 (centres undefined)	?	·
CCOC(=O)c1cnc2c(C)c(C)ccc2c1NCCN1CCOCC1	?	·
CSc1ccccc1NC(=O)CN1CCN(Cc2ccccc2)CC1	?	·
CNc1ccccc1C(=O)OCC(=O)Nc1ccc2c(c1)OCO2	-6%[0.0737 µM]	-3
O=C(NCCN1CCOCC1)c1cc(-c2cccc(Cl)c2)on1	?	·
Cc1ccc(-c2nc3ccccn3c2Nc2ccccc2)o1	?	·
O=C(O)c1nc(-c2ccccc2)n(-c2ccc(Cl)cc2)n1	14%	-2
O=C(CCCOc1ccccc1)Nc1nccs1	?	·
Cc1c(C(=O)O)sc(=S)n1-c1ccc(Cl)cc1	0%	1
CC(=O)c1cnc(SCC(=O)O)nc1C	?	·

Other compounds follow:
SMILES	Lipid storage S3	Lipid storage S3 cell count max
CCc1nnc(NC(=O)c2ccc(S(=O)(=O)NCC(C)C)cc2)s1	?	·
C/C(=N\NC(=O)c1ccco1)c1ccc(-c2ccccc2)cc1	19%	18
COc1ccc(C)cc1NC(=O)CCS(=O)(=O)c1ccc2c(c1)oc(=O)n2C	?	·
COc1ccc(-c2cc(-c3ccccc3)no2)cc1	?	·
O=C(c1cccc(C(F)(F)F)c1)C1CCCN(C(=O)CCCn2cncn2)C1 (centres undefined)	-2%	11
COc1ccc(-c2nn(C)c3sc(C(=O)NCCN(C)C)cc23)cc1OC	4%	13
Cc1cc(C)cc(N=c2c([N+](=O)[O-])nn(-c3cccc(Cl)c3)n2O)c1	?	·
Cc1ccc(-n2c(SCc3cc(=O)n4ccsc4n3)nnc2-c2cccnc2)c(C)c1	?	·
Cc1cccc(CN2CCc3c([nH]c4ccccc34)C2C(C)(C)C)n1 (centres undefined)	-20%	-14
CC(NC(=S)Nc1ccccc1)C(c1cccs1)N1CCOCC1 (centres undefined)	6%	2
COC(=O)C1=C(C)NC(=S)NC1c1ccc(OC(=O)c2ccco2)cc1 (centres undefined)	14%	-1
O=C(NCC(c1cccs1)N1CCOCC1)c1ccc(Cl)c([N+](=O)[O-])c1 (centres undefined)	2%	-8
CCOC(=O)CNc1c(-c2ccc(OC)cc2)nc2ccc(Cl)cn12	-4%	0
O=C(NCCN1CCOCC1)N1c2ccccc2Sc2ccccc21	-10%	·

This is a subset (hit frequency here may not be typical).
